# PERK inh = block of dimerizer-induced PERK translation repression, primary screen, PERK inhibitor project, CHO PERK-DD cells, SEAP luminescence, HTS | CHO PERK-DD fusion, SEAP luminescence translation reporter | inhibition, % at 5.6 µM | 220,000 tested, 0.17% active | AID 1416, 2008;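 active = inhibition above the mean inhibition of all tested compounds plus 3 SD, set separately per screening campaign, cut at about 2.9% in these data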;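 also: PERK kinase domain activated by AP20187 dimerizer at 100 nM; 0% = DMSO with dimerizer and 100% = rapamycin at 8.4 µM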
# Furin inhibitor = human furin inhibitors, primary screen, biochemical, fluorescence intensity | P09958 | purified furin, fluorogenic substrate cleavage | inhibition, % at 30 µM | 220,000 tested, 0.061% active | AID 463115, 2010; in the data active = inhibition above about 25%; also: inactives centre near -15
# Target sequence (P09958 108-714 limits assumed): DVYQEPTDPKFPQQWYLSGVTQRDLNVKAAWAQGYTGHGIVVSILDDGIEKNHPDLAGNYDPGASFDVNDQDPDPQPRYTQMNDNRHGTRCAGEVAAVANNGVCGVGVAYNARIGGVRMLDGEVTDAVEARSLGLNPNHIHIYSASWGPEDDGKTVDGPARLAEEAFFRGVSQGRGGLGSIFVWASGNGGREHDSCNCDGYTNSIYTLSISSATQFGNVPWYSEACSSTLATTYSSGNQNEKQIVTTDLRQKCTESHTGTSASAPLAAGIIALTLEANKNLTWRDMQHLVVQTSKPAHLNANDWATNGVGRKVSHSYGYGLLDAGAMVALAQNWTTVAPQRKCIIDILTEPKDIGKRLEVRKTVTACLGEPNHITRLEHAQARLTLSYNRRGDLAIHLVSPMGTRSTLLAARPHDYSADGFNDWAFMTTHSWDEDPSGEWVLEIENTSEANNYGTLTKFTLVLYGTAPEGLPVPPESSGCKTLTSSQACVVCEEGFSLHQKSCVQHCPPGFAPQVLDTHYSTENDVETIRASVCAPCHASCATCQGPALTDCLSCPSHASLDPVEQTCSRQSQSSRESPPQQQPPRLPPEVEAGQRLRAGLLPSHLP
# Rad51 HR inh = human RAD51 strand exchange inhibitors, primary screen, biochemical, fluorescence; DNA repair protein RAD51 homolog 1 (Homo sapiens), Q06609; hRad51 DNA strand exchange, fluorescence dequenching; inhibition, % at 10 µM; 200,000 tested, 0.085% active; AID 1385, 2008;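 active = inhibition above 40% at the single screening dose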;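 also: 0% = DMSO control wells and 100% = blanks with heterologous ssDNA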
#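 System: human Rad51 nucleoprotein filaments preassembled on unlabelled ssDNA. Reagent: labelled 47-mer dsDNA for strand exchange. Schedule: 30-min compound preincubation and 15-min exchange, both room temperature. Measured by: FRET fluorescence dequenching, excitation 485 nm, emission 520 nm. Read-out: Fluorescence-based percent inhibition, control- and blank-normalised. Benchmarks: plate controls and plate blanks.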
# KCC2 mod = KCC2 cotransporter modulators, thallium flux, primary screen, cell-based, HEK293 KCC2, FluoZin-2 fluorescence, MLSMR. Solute carrier family 12 member 5 (Homo sapiens), Q9H2X9. KCC2 cells, thallium flux FluoZin-2 fluorescence. B-score of Tl+ flux slope (higher = more flux/activation; lower = inhibition) at 10 µM. 190,000 tested, 2.2% active;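 active = thallium flux slope and its plate-corrected score both differing from the plate sample mean at a set confidence after two filtering rounds, in either direction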;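 also: slope of fluorescence scaled to starting intensity during 10 to 20 s after thallium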
# thrombin 1536 = human alpha-thrombin inhibitors, primary screen, counter-screen for coagulation protease inhibitor project, biochemical, 1536-well, fluorogenic AMC substrate; 220,000 tested, 0.26% active; inhibition, % at 5 µM; Boc-VPR-AMC fluorogenic substrate cleavage;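 active = inhibition at or above 40%; inactive = inhibition below 40%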;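 also: 0% = enzyme with no compound and 100% = wells without enzyme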
#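 System – human alpha-thrombin · Medium – pH 7.5 Tris (50 mM) with NaCl 150 mM, Tween 20 0.05% · Compound – single-point dosing at 5 µM, 0.2% DMSO · Incubation – enzyme reaction carried out at room temperature · Technique – fluorescence of released AMC, ex 355 nm, em 460 nm · Read-out basis – % inhibition of thrombin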
# FXIa inh 1536 = human FXIa protease inhibitors, primary screen, biochemical, 1536-well; Coagulation factor XI (Homo sapiens), P03951; purified FXIa, Boc-Glu-Ala-Arg-AMC fluorogenic substrate; inhibition, % at 5 µM; 220,000 tested, 0.14% active; AID 798, 2007;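 active = inhibition of at least 40%; inactive = inhibition below 40%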;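 also: fluorescence of freed AMC excited at 355 nm; 0% = enzyme without compound and 100% = no enzyme blank; many of its hits are not listed in these tables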
# hK5 inh = human KLK5 protease inhibitors, primary screen, biochemical, 1536-well | Kallikrein-5 (Homo sapiens), Q9Y337 | 210,000 tested, 0.59% active | AID 873, 2007 | recombinant hK5, fluorogenic AMC substrate cleavage | inhibition, % at 5 µM;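 active = inhibition of 40% or more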;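 also: 0% = enzyme controls without compound and 100% = no-enzyme blanks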
# Target sequence (Q9Y337 67-293 limits assumed): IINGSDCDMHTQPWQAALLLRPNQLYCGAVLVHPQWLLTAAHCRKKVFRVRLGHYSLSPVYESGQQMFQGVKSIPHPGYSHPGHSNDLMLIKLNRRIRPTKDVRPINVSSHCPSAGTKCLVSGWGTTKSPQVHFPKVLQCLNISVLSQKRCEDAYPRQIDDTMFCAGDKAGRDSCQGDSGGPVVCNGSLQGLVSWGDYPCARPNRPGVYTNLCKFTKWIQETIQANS
# FXIIa inh 1536 = human FXIIa protease inhibitors, primary screen, biochemical, 1536-well | Coagulation factor XII (Homo sapiens), P00748 | purified FXIIa, Boc-QGR-AMC fluorogenic substrate, 2 h | inhibition, % at 5 µM | 220,000 tested, 0.3% active; in the data active = inhibition above about 40%;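 also: 0% = enzyme with no compound and 100% = blank without enzyme; many of its hits are not listed in these tables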
# m-calpain inh = inhibitors of pig calpain II, primary screen, biochemical, fluorogenic peptide substrate, 1536-well. 220,000 tested, 0.37% active. AID 1236, 2008. inhibition, % at 16 µM. purified calpain II, 30 min;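 active = inhibition above about 50%, limit read from the data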
# * marks the source's active call; other numbers are inactive results; · = not tested or not shown; [ ] = remark or other dose.
smiles	PERK inh	Furin inhibitor	Rad51 HR inh	KCC2 mod	thrombin 1536	FXIa inh 1536	hK5 inh	FXIIa inh 1536	m-calpain inh
O=C(NCc1ccccn1)C1CCCN(S(=O)(=O)c2cccc3nsnc23)C1 (stereo not drawn)	-0.1	-19	-3	-1	0	-5	-14	9	19
COC(=O)CCCc1nc2ccccc2s1	0.8	-20	-4	·	1	7	-2	16	-8
CC(C)c1ccc(NC(=O)C2CC(=O)Nc3nc4ccccc4n32)cc1 (stereo not drawn)	1.4	-31	-2	0.075	0	1	2	10	-19
O=[N+]([O-])c1ccc(S(=O)(=O)N2CCSC2c2ccco2)cc1 (stereo not drawn)	1.2	-18	·	-0.3	-5	2	2	6	-2
Cc1csc(C(C#N)C(=O)c2ccncc2)n1 (stereo not drawn)	0.5	-9	·	2.2	0	18	-24	15	-4
CC(=O)CCc1ccc2oc(C(=O)O)c(C)c2c1	0.5	-29	-5	·	-7	-8	-1	1	-12
O=C(NC12CC3CC(CC(C3)C1)C2)C1CCCN1C(=O)NC1CCCCC1 (stereo not drawn)	-1.1	-21[20 µM]	1	-0.0065	-1	3	-8	10	-33
COc1ccc(-c2nnc(SCC(=O)Nc3cc(C)on3)o2)cc1	-0.2	-24	-4	-0.24	6	6	1	9	36
CCN=C1SC(CC(=O)NC2CCCCC2)C(=O)N1CC (stereo not drawn)	1.0	-7[20 µM]	-3	·	0	-2	-1	9	10
COc1ccc(-n2c(C)cc(/C=N/Nc3nc(N4CCOCC4)nc(N4CCOCC4)n3)c2C)cc1	-0.8	5	5	-0.54	1	14	-14	15	21
COc1ccc(CNC(=O)C2CCCN2C(=O)NC2CCCCC2)cc1 (stereo not drawn)	0.5	-13	0	-0.045	-12	-9	-3	9	-10
CCOC(=O)C1CCN(S(=O)(=O)c2nc3nc(C)cc(C)n3n2)CC1	-0.5	0	-8	1.2	-5	-6	-8	1	-53
O=c1c2ccccc2nc(SCc2cn3ccsc3n2)n1-c1ccccc1F	-0.7	-19	6	·	3	0	-17	14	52*
Cc1nnsc1S(=O)(=O)Cc1ccccc1C(F)(F)F	0.8	-25	13	0.51	6	-1	-16	6	-9
Cc1ccccc1OCC(=O)OCC(=O)c1ccc(-c2ccccc2)cc1	1.8	-23	0	0.0047	2	4	-17	4	1
CC(SC1=NCCS1)C(=O)Nc1nnc(-c2ccc(Cl)cc2)s1 (stereo not drawn)	-0.3	-18	-5	·	-1	-6	-4	-2	27
CCCOC(=O)C1=C(C)NC(=O)NC1c1ccc(Br)s1 (stereo not drawn)	1.2	-32	-6	-0.13	7	-1	3	6	12
Cc1ccnc(NS(=O)(=O)c2ccc(NC(=O)C34CC5CC(C)(CC(C)(C5)C3)C4)cc2)n1	0.5	-8[20 µM]	7	-0.58	3	-4	-12	13	-67
Cn1c(=O)c2c(SCc3ccccn3)nc(C3CC3)nc2n(C)c1=O	0.0	-24	2	-1.1	-5	-1	-7	10	-14
COCCN(C(=O)CSc1nnc(Nc2ccccc2F)s1)c1c(N)n(Cc2ccccc2)c(=O)[nH]c1=O	0.1	-5[20 µM]	1	0.49	2	5	-7	22	2
Cn1nnc2sc3c(c2c1=O)CCCC3	-0.2	2[20 µM]	-3	0.93	4	5	-11	15	-26
c1ccc2c(c1)nc(N1CCCCC1)c1ccccc12	-0.8	-7	-14	-0.99	4	4	2	7	27
COc1ccc(/C=N/NC(=O)C2C(=O)NCC2c2ccccc2)c(OC)c1 (stereo not drawn)	0.8	-4	17	·	-1	5	-15	19	1
N#Cc1nc(COc2ccccc2)oc1N1CCC(Cc2ccccc2)CC1	0.2	-3	-4	·	-12	-4	-26	4	20
CCc1ccccc1NC(=S)N1N=CCC1c1ccccc1 (stereo not drawn)	0.2	-27	2	-0.19	-3	-2	1	·	4
Cc1cc2ccccn2c1C(=O)c1nc(NCc2ccco2)ncc1Cl	-0.1	0	10	-0.11	-8	-5	-1	5	28
Cc1cnc(NC(=O)CN2CCN(c3ccccc3F)CC2)s1	0.2	-22[20 µM]	-10	-0.88	-2	-2	-20	6	-19
CC(=O)Nc1cc(C(=O)OCC(=O)c2ccc(C)cc2)ccc1C	0.6	-26	14	-1.2	-1	3	-18	13	17
O=C(NNC(=O)c1cccnc1)Nc1ccc(Cl)c(Cl)c1	1.3	-10[20 µM]	5	-0.0042	-8	-10	5	-15	-252
Cc1ccc(C(=O)Nc2ccc3c(c2)OCO3)cc1NC(=O)c1ccco1	-0.1	-31	17	0.46	-6	-3	-1	11	-13
Cc1ccccc1OC(=O)Cn1c(C(F)(F)F)nc2ccccc21	-0.3	-5	·	0.059	1	9	-22	11	-4
O=C(O)CSC1c2ccccc2C(=O)N1Cc1ccccc1 (stereo not drawn)	1.1	-22	0	0.17	0	6	2	8	-2
CC1CCCC(C)N1/N=C/c1ccc(C#N)cc1 (stereo not drawn)	0.1	-25	23	0.26	-2	-1	0	6	-14
CCCC(=O)c1ccc(N2CCCC2)c(F)c1	0.1	-19[20 µM]	6	-0.11	-2	-2	-11	10	9
Cc1ccc(CCNC(=O)C2CCN(S(=O)(=O)c3c(C)nn(C)c3C)CC2)cc1	-0.5	-18	-2	-1	1	5	-6	15	-19
Cc1ccc(S(=O)(=O)N=S(CCO)CCO)cc1	0.1	-12	7	1.7	-5	-7	-5	-7	6
Cc1cc(C)c2nc(-n3nc(C)cc3N)cc(C)c2c1	0.8	-16	7	-0.66	-15	-6	-2	6	15
CCN(CC)C(=S)NC(=O)c1ccc(F)cc1	2.1	-14	6	34*	1	-8	-28	-8	-21
COc1ccc(/C=C2\CCCC(C(=O)C(F)(F)F)=C2O)cc1OC	0.9	-24	16	3.2	5	-1	-10	15	-17
COc1ccc(CN2CCn3nc(C(=O)NC4CC4)cc3C2=O)cc1	0.5	-14	-14	-1.2	4	-4	-6	1	2
COc1ccc(Br)cc1CN(C)CC(=O)Nc1cccc(S(N)(=O)=O)c1	0.4	-20	12	·	-6	-6	-5	4	18
CC1Oc2ccccc2C=C1/C=N/NC(=O)c1ccncc1 (stereo not drawn)	0.0	-3	·	-0.19	-5	6	1	6	-11
O=C(CN(CC1CCCO1)S(=O)(=O)c1ccc(S(=O)(=O)NC2CC2)cc1)Nc1ccccc1 (stereo not drawn)	-0.5	-8[20 µM]	11	0.33	1	5	-14	17	11
CN(C)CCNc1oc(COc2ccc(-c3ccccc3)cc2)nc1C#N	-1.5	-1	1	-1.3	1	1	-11	-8	-5
O=C(CCCN1C(=O)c2ccccc2C1=O)N1CCC(c2ccccc2)C1 (stereo not drawn)	-1.1	-13[20 µM]	-3	-0.98	-3	-24	13	-5	51*
CN1CCN(NC(=O)c2cc(-c3cccc(Cl)c3)nc3ccccc23)CC1	0.2	-30	18	0.49	0	5	2	7	-13
CN1CCN(C(=O)C2=C[C@@H](c3ccccc3)C[C@@H](OCCCCO)O2)CC1	-0.5	-19	-2	0.54	-9	-3	-1	3	-6
CC(C)c1ccccc1NC(=O)COC(=O)Cc1cccc(C(F)(F)F)c1	0.6	-13	·	-0.31	0	12	-14	11	5
CN1CCC(N(C)C(=S)Nc2ccc(SC(F)F)cc2)CC1	0.4	-15	3	-0.22	-4	-7	-18	0	6
O=C(CN1CCN(C2CCCCC2)CC1)c1c[nH]c2ccccc12	-1.1	-8[20 µM]	4	0.22	-1	1	3	16	-10
COc1ccc(NC(=O)N(Cc2cccs2)Cc2cc3cc4c(cc3[nH]c2=O)OCO4)cc1	0.5	-18	-8	0.00046	-6	0	6	3	-7
Cc1ccc(-n2nnnc2-c2cnc(-c3cccnc3)nc2C(F)(F)F)cc1	-0.2	-13[20 µM]	-6	-1.5	3	10	3	15	0

# By substructure, the compounds so far with two or more sulfur atoms
smiles	PERK inh	Furin inhibitor	Rad51 HR inh	KCC2 mod	thrombin 1536	FXIa inh 1536	hK5 inh	FXIIa inh 1536	m-calpain inh
O=C(NCc1ccccn1)C1CCCN(S(=O)(=O)c2cccc3nsnc23)C1 (stereo not drawn)	-0.1	-19	-3	-1	0	-5	-14	9	19
O=[N+]([O-])c1ccc(S(=O)(=O)N2CCSC2c2ccco2)cc1 (stereo not drawn)	1.2	-18	·	-0.3	-5	2	2	6	-2
O=c1c2ccccc2nc(SCc2cn3ccsc3n2)n1-c1ccccc1F	-0.7	-19	6	·	3	0	-17	14	52*
Cc1nnsc1S(=O)(=O)Cc1ccccc1C(F)(F)F	0.8	-25	13	0.51	6	-1	-16	6	-9
CC(SC1=NCCS1)C(=O)Nc1nnc(-c2ccc(Cl)cc2)s1 (stereo not drawn)	-0.3	-18	-5	·	-1	-6	-4	-2	27
COCCN(C(=O)CSc1nnc(Nc2ccccc2F)s1)c1c(N)n(Cc2ccccc2)c(=O)[nH]c1=O	0.1	-5[20 µM]	1	0.49	2	5	-7	22	2
Cc1ccc(S(=O)(=O)N=S(CCO)CCO)cc1	0.1	-12	7	1.7	-5	-7	-5	-7	6
O=C(CN(CC1CCCO1)S(=O)(=O)c1ccc(S(=O)(=O)NC2CC2)cc1)Nc1ccccc1 (stereo not drawn)	-0.5	-8[20 µM]	11	0.33	1	5	-14	17	11
CN1CCC(N(C)C(=S)Nc2ccc(SC(F)F)cc2)CC1	0.4	-15	3	-0.22	-4	-7	-18	0	6

# This is a subset, so the mix of outcomes need not match the whole.
